HTT cytoprotect = qHTS Multiplex Assay to Identify Dual Action Probes in a Cell Model of Huntington: Cytoprotection (ATP). PC12 HTT-Q103 induced, cytoprotection, ATP luminescence, 40 h. AID 1471, 2008. Potency, µM (top dose mostly 56.4 µM), inactives show cytoprotection (ATP increase), actives largely listed as activators. hit rate 0.14% among 230,000;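 also: % of control where 0% means no effect; nearly all actives have a fitted effect of over 45% in size; toxic huntingtin expression switched on by the ecdysone agonist tebufenozide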
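Compounds added alongside 100 nM tebufenozide, which induces toxic Q103 huntingtin exon 1-GFP in stable PC12 cells; surviving cells quantified by luminescent ATP measurement. Medium: phenol red-free DMEM, 5% equine and 5% calf serum.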
TRb SRC2 PPI = qHTS for Inhibitors of the Interaction of Thyroid Hormone Receptor and Steroid Receptor Coregulator 2; Thyroid hormone receptor beta (Homo sapiens), P10828; TRbeta-SRC2 peptide binding, fluorescence polarization; receptor liganded with 1 µM T3; Potency, µM (top dose mostly 106 µM), for inactives: top-dose activity change, negative = inhibition, hits mostly inhibitors; hit rate 0.065% among 280,000; AID 1469, 2008;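 also: plate controls were bound peptide for no effect and peptide without receptor for full effect; nearly all actives have a fitted effect of over 50% in size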
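TRb LBD 0.6 uM + Texas Red SRC2 peptide 20 nM, 1 uM T3, Tris buffer w/ 5% DMSO; compound pinned, 5 h RT; FP read ex 555/em 632; normalized to unbound and bound controls.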
RECQ1 helicase = qHTS Assay for Inhibitors of RecQ-Like Dna Helicase 1 (RECQ1) | ATP-dependent DNA helicase Q1 (Homo sapiens), P46063 | RECQ1 DNA unwinding, red fluorescence kinetic read | Potency, µM (highest dose often 57.3 µM), without a hit: top-dose activity, negative = inhibition, usual class: inhibitors | hit rate 0.54% among 240,000 | AID 2549, 2010;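 also: plate controls were vehicle for no effect and no enzyme for full effect; nearly all actives have a fitted effect of over 30% in size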
Target sequence (P46063 whole entry, looked up): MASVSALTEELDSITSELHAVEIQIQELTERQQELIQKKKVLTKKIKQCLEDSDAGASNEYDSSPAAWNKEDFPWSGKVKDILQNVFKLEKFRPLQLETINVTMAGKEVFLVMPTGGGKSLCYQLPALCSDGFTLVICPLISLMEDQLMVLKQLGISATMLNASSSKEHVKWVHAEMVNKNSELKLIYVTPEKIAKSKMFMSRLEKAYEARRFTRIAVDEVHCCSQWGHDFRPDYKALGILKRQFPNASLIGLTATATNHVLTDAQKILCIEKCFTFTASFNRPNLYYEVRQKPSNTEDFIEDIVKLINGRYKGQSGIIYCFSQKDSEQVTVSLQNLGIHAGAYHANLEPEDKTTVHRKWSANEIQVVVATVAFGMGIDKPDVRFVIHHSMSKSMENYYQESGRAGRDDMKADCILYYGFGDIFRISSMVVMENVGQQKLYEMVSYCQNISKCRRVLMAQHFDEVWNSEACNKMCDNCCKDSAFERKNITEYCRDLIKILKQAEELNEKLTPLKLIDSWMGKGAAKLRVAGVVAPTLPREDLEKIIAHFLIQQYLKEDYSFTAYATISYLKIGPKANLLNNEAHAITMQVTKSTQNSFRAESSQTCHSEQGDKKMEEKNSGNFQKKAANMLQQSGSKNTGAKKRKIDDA
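50 nM RECQ1T1 preincubated 15 min with compound in Tris pH 8.0 buffer with MgCl2, DTT, Tween-20 and 2.5 ug/ml poly(dI-dC); started with 200 nM TAMRA/BHQ-2 forked duplex and 2 mM ATP. Unwinding read as fluorescence (525/598 nm), two reads 2 h apart.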
L3MBTL1 block = qHTS Assay for the Inhibitors of L3MBTL1 | AID 485360, 2010 | hit rate 0.66% among 230,000 | AlphaScreen L3MBTL1–H3K9me1 peptide binding | Potency, µM (titrated, usually from 57.1 µM), for the others: at the top dose activity, negative = inhibition, hits mostly inhibitors | Lethal(3)malignant brain tumor-like protein 1 (Homo sapiens), Q9Y468; also: % is scaled to controls: 0 for no effect and ±100 for the full control effect; nearly all actives have a fitted effect of over 60% in size
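L3MBTL1 (50 nM) pre-complexed 30 min with biotinylated H3(1-15)K9me1 peptide (75 nM), then compounds added for 30 min at room temperature; AlphaScreen streptavidin donor/nickel chelate acceptor beads (10 ug/mL final) read after 30 min dark incubation.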
Tau ThT inhib = qHTS for Inhibitors of Tau Fibril Formation, Thioflavin T Binding. Potency, µM (top dose mostly 57.4 µM), inactives show at the top dose activity, negative = inhibition, most hits filed as inhibitors. hit rate 2.1% among 270,000. recombinant tau K18 P301L, heparin-induced fibrillization, ThT fluorescence; also: % is scaled to controls: 0 for no effect and ±100 for the full control effect; nearly all actives have a fitted effect of over 55% in size
Target sequence (P10636 561-689 P618L limits assumed): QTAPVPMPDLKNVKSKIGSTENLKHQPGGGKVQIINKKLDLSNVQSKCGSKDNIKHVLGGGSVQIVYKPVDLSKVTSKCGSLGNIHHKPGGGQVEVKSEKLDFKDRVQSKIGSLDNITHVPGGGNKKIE
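Aggregation was driven by heparin (20 uM final) acting on recombinant tau […] bearing P301L in 100 mM sodium acetate pH 7; fibrils were detected with Thioflavin T.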
TR SRC2 fluor cs = Total Fluorescence Counterscreen for Inhibitors of the Interaction of Thyroid Hormone Receptor and Steroid Receptor Coregulator 2; TRb/SRC2 Texas Red total fluorescence interference; hit rate 0.29% among 280,000; Potency, µM (doses to about 106 µM), inactives show at the top dose fluorescence change, negative = quenching; active = well fitted curve in either direction with a large enough effect; inconclusive = small, poorly fitted or top-dose-only effect; also: % is scaled to controls: 0 for no effect and ±100 for the full control effect
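Flags fluorescent or light-absorbing compounds by total fluorescence, S + 2P, at 555 nm excitation and 632 nm emission. Mixture: 20 nM Texas Red SRC2 peptide, 0.6 uM human TRb LBD, 1 uM T3, 5% DMSO; compound exposure 5 h at ambient temperature.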
Tau fibril FP = qHTS for Inhibitors of Tau Fibril Formation, Fluorescence Polarization | K18 P301L tau heparin fibrillization, Alexa594 FP, 6 h | Potency, µM (titrated, usually from 57.7 µM), for the others: at the highest dose activity, negative = inhibition, most hits filed as inhibitors | hit rate 0.39% among 280,000; also: % is scaled to controls: 0 for no effect and ±100 for the full control effect; nearly all actives have a fitted effect of over 55% in size
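FP of Alexa 594-tau after heparin (20 uM) induction. Substrate: human K18 P301L, 15 uM unlabeled, 0.24 uM labeled. Buffer 100 mM sodium acetate pH 7. 6 hr, 37 C.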
Tau fluor counter = Counterscreen qHTS for Inhibitors of Tau Fibril Formation, Fluorescence Polarization; tau K18 P301L (four-repeat tau fragment) Alexa594 fluorescence, heparin fibrillization; Potency, µM (titrated, usually from 57.7 µM), without a hit: at the top dose activity change, negative = decrease; hit rate 0.93% among 280,000; AID 1463, 2008; also: % is scaled to controls: 0 for no effect and ±100 for the full control effect; nearly all actives have a fitted effect of over 55% in size
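Human K18 P301L tau (15 uM unlabeled plus 0.24 uM Alexa 594-labeled, final) in 100 mM sodium acetate pH 7 was mixed with compound and 20 uM heparin and incubated 6 hr at 37 C.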
An asterisk follows results filed as active; i = inactive; ? = inconclusive; . = not tested or not shown; & = joins results of further samples; [ ] = remark or other dose. Unless noted, calls follow the shape of the dose curve; as a rule, active = well fitted curve in the direction sought with a large enough effect; inconclusive = small, poorly fitted or top-dose-only effect, or another doubt; inactive = no such curve, though single readings can be large; an effect the other way counts as inactive or inconclusive. Potency is read from the fitted curve at half-maximal effect. An excerpt, so the mix of outcomes need not match the whole.

SMILES	HTT cytoprotect	TRb SRC2 PPI	RECQ1 helicase	L3MBTL1 block	Tau ThT inhib	TR SRC2 fluor cs	Tau fibril FP	Tau fluor counter
COC(=O)c1sccc1NC(=S)NCc1ccc(Cl)cc1	-4%[10 µM]	1%	?	.	.	1%	?	?
O=C(Nc1ccccc1)Nc1ccc(S(=O)(=O)N2CCCCC2)cc1	11%[10 µM]	-5%	?	-6%	12%	-1%	32µM*	16µM*[quencher]
CCOC(=O)N1CCN(C(=O)CNC2CCCCCCC2)CC1	6%[10 µM]	2%	i	10%	-4%	0%	-9%	-6%
CC1(C)CC(=O)C2=C(C1)N(C1CCCCC1)C(=O)C2(O)C(F)(F)F (stereo unspecified)	17%	1%	-5%	.	-8%	1%	0%	-5%
C=CCn1c(SCC(=O)NC(=O)NCc2ccco2)nc2sc(C)c(C)c2c1=O	-17%	-2%	-3%	0%	-6%	0%	3%	1%
COc1ccc(CC(=O)NNc2ncnc3c2cnn3Cc2ccccc2)cc1OC	1%[10 µM]	1%	i	11%	-10%	-2%	1%	-5%
Cc1cc(NC(=O)CSc2nc3sc(C)c(C)c3c(=O)n2C2CCCC2)no1	11%	8%	-5%	-6%	-14%	0%	-3%	-3%
CCOC(=O)c1[nH]c(C(=O)O)c(CCN(CC)CC)c1C	4%	3%	-10%	3%	-6%	3%	1%	0%
CC(C)NC(=O)CSc1cn(CC(=O)N2CCCCCC2)c2ccccc12	.	-8%	.	.	-4%	-2%	-4%	-3%
Cn1c(NCc2ccccc2O)nc2ccccc21	-13%	-1%	4%	-3%	2%	3%	14%	5%
CC(=O)N1c2ccc(S(=O)(=O)N3CCCCCC3)cc2CC1C(=O)NCc1cccc(F)c1 (stereo unspecified)	.	-7%	.	.	10%	-1%	-7%	-6%
O=C(NCCc1csc(-c2cccc(F)c2)n1)c1ccco1	.	7%	.	.	-5%	-3%	3%	-8%
COc1cc(OCC(N)=O)cc(OC)c1OC	.	-5%	-3%	2%	10%	-1%	-5%	6%
C[C@H]1Cc2c(COc3ccccc3)nc3c(c2CO1)CN(C(=O)NCc1ccco1)CC3	9%[10 µM]	0%[11.2 µM]	i[11.5 µM]	.	4%[11.5 µM]	-1%[11.2 µM]	11%[11.6 µM]	4%[11.6 µM]
Cc1ccc(O)c(C2=NCCNC(C(F)(F)C(F)F)=C2)c1	-2%	-3%	-7%	.	-10%	1%	-1%	-3%
CC12c3ccccc3C(c3ccccc31)C1C(=O)N(Cc3cccnc3)C(=O)C12 (stereo unspecified)	3%	2%	-5%	1%	-6%	1%	-3%	-5%
Cc1ccc(C(=O)Nc2ccc(S(=O)(=O)N3CCc4ccccc4C3)cc2)o1	13%	4%	i	.	-1%	3%	-8%	?
O=C(NCCCN1CCN(c2ccccc2F)CC1)c1ccc2nc(N3CCCCC3)sc2c1	.	2%	.	.	-18%	-2%	-2%	-18%
CCCOc1ccc([N+](=O)[O-])c(N)c1	12%[10 µM]	-2%[53 µM]	-8%	2%	?	-1%[53 µM]	0%	4%
Cc1cc2c(N3CCCCC3C)ncnc2s1 (stereo unspecified)	3%[10 µM]	-6%	-12%	6%	-17%	2%	-10%	-15%
OCCC1CN(Cc2ccc3nsnc3c2)CCN1C1CCCCC1 (stereo unspecified)	7%[10 µM]	-4%	i	-1%	6%	-4%	4%	16%
COc1ccc(-c2cn3nc(N4CCC(C(=O)Nc5cccc(OC)c5)CC4)sc3n2)cc1	.	-8%	.	.	?	?	3%	-26%
Cc1cc(N/N=C/c2ccc(O)cc2O)nc(N2CCOCC2)n1	7%[10 µM]	6%	i	-5%	?	-7%	12%	?
COc1ccc(C(CNC(=O)c2ccccc2SC)N(C)C)cc1 (stereo unspecified)	-39%[inhibitor]	-6%	-15%	5%	-3%	2%	-2%	-1%
COCCn1nnnc1C(CC(C)C)N1CCN(c2ccccc2)CC1 (stereo unspecified)	-2%[1.9 µM]	-14%	-7%	0%	-8%	0%	2%	-7%

The list goes on, starting with the last 4 of the part before.
SMILES	HTT cytoprotect	TRb SRC2 PPI	RECQ1 helicase	L3MBTL1 block	Tau ThT inhib	TR SRC2 fluor cs	Tau fibril FP	Tau fluor counter
COc1ccc(-c2cn3nc(N4CCC(C(=O)Nc5cccc(OC)c5)CC4)sc3n2)cc1	.	-8%	.	.	?	?	3%	-26%
Cc1cc(N/N=C/c2ccc(O)cc2O)nc(N2CCOCC2)n1	7%[10 µM]	6%	i	-5%	?	-7%	12%	?
COc1ccc(C(CNC(=O)c2ccccc2SC)N(C)C)cc1 (stereo unspecified)	-39%[inhibitor]	-6%	-15%	5%	-3%	2%	-2%	-1%
COCCn1nnnc1C(CC(C)C)N1CCN(c2ccccc2)CC1 (stereo unspecified)	-2%[1.9 µM]	-14%	-7%	0%	-8%	0%	2%	-7%
CC1Cc2ccccc2N1CC(=O)NCc1ccccc1Cl (stereo unspecified)	18%[10 µM]	7%	-1%	-11%	-13%	0%	1%	-20%
Cc1cccc(NC(=O)CSc2nnc(-c3ccccc3)n2N)c1	-1%	-17%	i	41%[activator]	-11%	3%	5%	0%
CCN(CC)S(=O)(=O)c1ccc(NC(=O)c2cc(-c3ccccc3)nc3ccccc23)cc1	-15%[10 µM]	-13%	-15%	-5%	-3%	-1%	?	-27%
C/C(CCN1CCCc2nc(C)c(C)cc21)=N\OC[C@@H](O)[C@@H]1O[C@@H]2OC(C)(C)O[C@@H]2[C@H]1O	5%[10 µM]	-6%[11.2 µM]	6%[11.5 µM]	.	-9%[11.5 µM]	-1%[11.2 µM]	10%[11.6 µM]	-3%[11.6 µM]
COc1cc(OC)c(NC2=C(c3ccc(C(F)(F)F)cc3)C(=O)c3ccccc32)cc1Cl	.	-2%	.	.	?	-1%	-4%	?
CCc1ccccc1NC(=O)N1CC(C)Sc2ccccc21 (stereo unspecified)	.	4%	.	.	-14%	-2%	-1%	-16%
CNC(=O)N(O)C1N(C)C(=O)N(CC(=O)OC)C1(C)C (stereo unspecified)	13%[0.074 µM]	-2%	-1%	3%	-10%	-5%	3%	1%
COc1ccc(N=C2NC(=O)CS2)c([N+](=O)[O-])c1	.	-4%	i	-5%	-12%	0%	8%	-10%
CCn1c(NCc2ccccn2)nc2ccccc21	13%[10 µM]	-22%	-2%	-3%	-12%	2%	8%	-4%
COc1cc2c(=O)n(Cc3ccco3)c(=O)n(CC(=O)c3ccc(Br)cc3)c2cc1OC	-8%[10 µM]	0%	-15%	1%	?	2%	?	-28%
O=C(N/N=C/c1ccc(OC(=O)c2ccc3c(c2)OCO3)cc1)c1cncc(Br)c1	5%[10 µM]	3%	-7%	6%	?	0%	-8%	-17%
CCC(=O)N(Cc1ccccc1)c1ccccn1	-9%	2%	-9%	.	1%	-4%	-5%	-4%
O=C(CCCn1c(=O)c2cccn2c2cccnc21)NCc1ccccc1Br	.	0%	.	.	?	0%	-3%	-8%
N#CCCn1c(SCC(=O)NCC2CCCO2)nc2ccccc21 (stereo unspecified)	-11%	2%	i	.	-19%	-6%	-6%	-11%
O=C1CC(N(O)c2ccccc2)C(=O)N1c1cc(Cl)cc(Cl)c1 (stereo unspecified)	-3%[0.074 µM]	-9%	6%	-3%	?	1%	-9%	-23%
O=C(Nc1nc(-c2ccccn2)cs1)c1ccc2c(c1)OCCO2	-19%[10 µM]	0%	11%	-26%	?	-1%	?	?
CCc1c(C)c2ccc(O)c(CN3CCN(c4ccc(F)cc4)CC3)c2oc1=O	.	2%	.	.	-6%	-1%	2%	-2%
COC(=O)CN1C(=O)C(C)(C)Oc2ccc(C(=O)NC3CC3)cc21	-13%[10 µM]	-8%	-5%	.	1%	-1%	-4%	0%
O=C(CN1CCN(Cc2ccccc2)CC1)N1N=CCC1c1ccccc1 (stereo unspecified)	.	-16%	i	9%	-6%	-4%	6%	-4%
CC1CCc2c(sc3ncnc(NCCCOC(C)C)c23)C1 (stereo unspecified)	-6%	-8%	i	.	?	0%	-4%	-17%
C#CCCCO/N=C1/C[C@@H](O)[C@@H](O)[C@@H]2[C@@H]3C(=O)N(c4cccc(Oc5ccccc5)c4)C(=O)[C@H]3CC[C@H]12	-14%[10 µM]	-3%[11.2 µM]	-5%[11.5 µM]	.	-7%[11.5 µM]	-2%[11.2 µM]	-7%[11.6 µM]	-11%[11.6 µM]
CCOc1ccccc1C1C(C(=O)Nc2ccccc2OC)=C(C)Nc2nnnn21 (stereo unspecified)	16%	-4%	-14%	6%	-3%	3%	-7%	-1%
COCCNC(=O)CCCn1c(=O)c2cc(OC)c(OC)cc2n(CC(=O)Nc2ccc(F)cc2)c1=O	-10%	1%&-7%	-5%	.	-1%&7%	-1%&0%	2%&-3%	-1%&-3%
CCN(CC)c1ccc(C(=O)N/N=C/c2ccc(OC)cc2OC)cc1	-55%[inhibitor]	0%	-4%	5%	?	-4%	10%	?
O=C(CSc1ccc(Cl)cc1)N1CCN(c2ccc(Cl)cc2[N+](=O)[O-])CC1	-46%[inhibitor]	-5%	i	?	?	-5%	10%	-30%
NC1=NC(c2ccc(F)cc2)n2c(nc3ccccc32)N1 (stereo unspecified)	8%	-4%	-9%	1%	-7%	2%	7%	-3%
Cc1cc(C)n2nc(C(=O)N/N=C/c3ccco3)nc2n1	6%[10 µM]	5%	1%	-2%	-12%	-2%	5%	-4%
CCCN1Cc2cccc(C(=O)Nc3ccc(CC)cc3)c2C1=O	-2%	-11%	-8%	.	-5%	1%	2%	-10%

Compound activity as filed in PubChem.
